Screening results: PubChem, several laboratories
TLR4-MyD88 BLA – inhibitors of TLR4-MyD88 association in cells, primary screen, cell-based, HeLa CL3-4, BLA complementation, FRET ratio. Toll-like receptor 4 (Homo sapiens) + Myeloid differentiation primary response protein …. HeLa CL3-4 TLR4/MyD88 BLA complementation. inhibition, % at 8.4 µM. actives 0.18% (n = 200,000); in the data active = inhibition above about 25%;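 note: 0% = vehicle and 100% = reference inhibitor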
PPARg SRC2 recr – agonists of PPARg-SRC-2 recruitment, primary screen, biochemical, HTS. actives 0.34% (n = 200,000). Peroxisome proliferator-activated receptor gamma (Homo sapiens), P37231. PPARgamma LBD-SRC-2 recruitment. AID 1032, 2008. activation, % at 8 µM; in the data active = activation above about 22%;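 note: 0% = vehicle and 100% = reference agonist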
Target sequence (P37231 whole entry, looked up, the tested form may be a part): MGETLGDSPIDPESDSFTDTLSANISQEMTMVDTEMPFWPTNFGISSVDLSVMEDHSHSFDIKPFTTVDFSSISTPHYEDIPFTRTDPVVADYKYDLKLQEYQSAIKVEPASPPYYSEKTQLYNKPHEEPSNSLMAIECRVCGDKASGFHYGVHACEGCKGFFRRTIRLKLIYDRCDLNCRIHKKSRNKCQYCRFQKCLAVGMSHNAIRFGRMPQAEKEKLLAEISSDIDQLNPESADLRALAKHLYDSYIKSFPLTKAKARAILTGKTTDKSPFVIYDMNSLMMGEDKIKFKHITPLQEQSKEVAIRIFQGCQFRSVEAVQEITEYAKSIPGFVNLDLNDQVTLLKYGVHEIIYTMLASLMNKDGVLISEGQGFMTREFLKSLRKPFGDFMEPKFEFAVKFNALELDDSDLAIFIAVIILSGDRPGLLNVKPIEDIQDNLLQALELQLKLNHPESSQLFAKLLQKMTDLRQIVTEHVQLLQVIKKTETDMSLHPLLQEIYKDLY
ROMK primary – ROMK potassium channel modulators, primary screen, cell-based, thallium flux, MLSMR library; ATP-sensitive inward rectifier potassium channel 1 (Homo sapiens), P48048; Tet-inducible ROMK, thallium flux fluorescence; actives lie on both sides; B-score at 10 µM; actives 2% (n = 130,000);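 active = signal ratio slope over the read window, or its plate-corrected B-score, at least 3 SD from the plate mean, either direction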;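 note: B-score of the F/F0 ratio slope over 7 to 12 s after thallium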
Target sequence (P48048 whole entry, looked up): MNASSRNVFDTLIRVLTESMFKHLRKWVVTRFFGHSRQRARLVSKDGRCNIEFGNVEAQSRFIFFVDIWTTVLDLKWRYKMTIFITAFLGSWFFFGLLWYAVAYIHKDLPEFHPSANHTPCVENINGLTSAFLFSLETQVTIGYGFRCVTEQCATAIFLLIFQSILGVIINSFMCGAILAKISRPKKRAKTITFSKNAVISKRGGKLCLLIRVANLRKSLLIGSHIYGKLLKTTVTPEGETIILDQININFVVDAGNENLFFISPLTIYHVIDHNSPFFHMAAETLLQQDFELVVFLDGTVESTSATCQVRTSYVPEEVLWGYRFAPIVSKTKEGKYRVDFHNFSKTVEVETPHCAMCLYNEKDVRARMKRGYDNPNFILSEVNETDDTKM
TR-FRET SRC-2 ct – TR-FRET signal artefacts, primary screen, artefact control for PPARgamma SRC-2 agonist project, biochemical; TR-FRET artefact counter-screen; stronger effect = higher value; TR-FRET ratio at 8 µM; actives 0.4% (n = 200,000); AID 1049, 2008; in the data active = TR-FRET ratio above about 2000; note: inactives centre near 1500
PPARg SRC-3 ag – PPARgamma agonists recruiting SRC-3 coactivator, primary screen, biochemical; activation, % at 8 µM; Peroxisome proliferator-activated receptor gamma (Homo sapiens), P37231; biochemical PPARgamma/SRC-3 coactivator recruitment assay; AID 731, 2007; actives 0.26% (n = 200,000); in the data active = activation above about 23%;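 note: 0% = DMSO and 100% = reference agonist; some compounds past the cut are filed as inactive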
S1P3 antagonist – S1P3 receptor antagonists, primary screen, cell-based. Sphingosine 1-phosphate receptor 3 (Homo sapiens), Q99500. CHO S1P3 NFAT-BLA reporter, FRET fluorescence, antagonist mode. inhibition, % at 4.98 µM. actives 0.27% (n = 170,000);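 active = inhibition above the plate cutoff, the mean inhibition of test wells on that plate plus 3 SD, cut at about 28% in these data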;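 note: cells challenged with S1P at its EC80 of 0.8 µM; blue over green emission ratio from cleaved BLA substrate after 4 h stimulation; 0% = S1P-stimulated wells and 100% = unstimulated DMSO-only wells; some compounds past the cut are filed as inactive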
RAM network inh – inhibitors of the yeast RAM network, primary screen, dse1pr::URA3 reporter, 5-FOA selection. S. cerevisiae dse1pr::URA3 reporter, 5-FOA growth OD615, 2 d; analog-sensitive cbk1-as2 kinase mutant strain. inhibition, % at 50 µM. actives 1.8% (n = 190,000);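 active = inhibition above a set limit, 3 SD over mean compound inhibition, cut at about 8.4% in these data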;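 note: 0% = DMSO-only wells with no growth and 100% = 10 µM 1-NA-PP1 full growth; inhibition rescues growth on 5-FOA so higher OD means more RAM inhibition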
PPARg SRC1 recr – PPARgamma agonists recruiting SRC-1 coactivator, primary screen, biochemical. PPARgamma-SRC-1 coactivator recruitment biochemical assay. activation, % at 8 µM. actives 0.41% (n = 200,000); in the data active = activation above about 19%;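 note: 0% = DMSO and 100% = reference agonist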
STAT1 blocker – STAT1 signaling inhibitors, primary screen, cell-based, HTS, luciferase reporter; NIH 3T3 STAT1-luciferase reporter, IFN-gamma, luminescence; inhibition, % at 5.5 µM; actives 0.35% (n = 200,000);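 active = inhibition above a set limit, the mean inhibition across all tested compounds plus 3 SD, cut at about 34% in these data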;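 note: 0% = IFN-gamma with DMSO and 100% = IFN-gamma with 300 µM nifuroxazide; values of inactives mirror those of a sister screen read the other way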
STAT3 act – IL-6 driven STAT3 reporter potentiators, primary screen, U3A cells, luciferase, luminescence, MLSCN library; actives 0.91% (n = 190,000); AID 871, 2007; IL-6 STAT3-luciferase reporter; 100% = signal with IL-6 EC80 alone; activation (% of control), % at 5.6 µM;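 active = activation above the screen-wide mean of compound activation plus 3 SD, cut at about 130% in these data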;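 note: 0% = background luminescence of wells with medium and substrate only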
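Material: STAT3-luciferase reporter U3A cells. Controls: IL-6-treated wells, 100% activation. Read-out: % activation versus median of IL-6-stimulated wells. Probe or stimulus: IL-6 stimulus at 33 ng/mL final. Timing: compound 1 h, then IL-6 6 h at 37 °C. Signal: reporter luminescence signal.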
STAT3 blocker – IL-6 driven STAT3 reporter inhibitors, primary screen, U3A cells, luciferase, luminescence, MLSCN library. IL-6 STAT3-luciferase reporter; host cell line lacks STAT1. AID 862, 2007. actives 0.89% (n = 190,000). inhibition, % at 5.5 µM;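 active = inhibition above the mean inhibition across all screened compounds plus 3 SD, cut at about 44% in these data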;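 note: 0% = DMSO only wells and 100% = 100 µM nifuroxazide control wells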
Starred values were filed as active, the others as inactive; · = no result given.

Screens in order – TLR4-MyD88 BLA, PPARg SRC2 recr, ROMK primary, TR-FRET SRC-2 ct, PPARg SRC-3 ag, S1P3 antagonist, RAM network inh, PPARg SRC1 recr, STAT1 blocker, STAT3 act, STAT3 blocker
CCOC(=O)C1CCN(C(=O)CSCc2nc(-c3ccc(OCC)cc3)oc2C)CC1
→ -9, 1, ·, 1625, 2, -5, 0.4, 0, -2, 100, 5
Cc1nn(-c2ccccc2)c(Cl)c1/C=C1/C(=N)N2N=C(C(C)C)SC2=NC1=O
→ -2, -3, ·, 1488, 1, 15, 0.7, 1, -14, 105, -3
CN1CCCC(OC(=O)c2cc(Br)ccc2Cl)C1 (configuration not stated)
→ 7, -4, ·, 1601, 0, 13, 0.4, -4, 7, 109, -4
CCOC(=O)c1ccc2ncc(C(=O)OCC)c(Nc3ccc(N4CCOCC4)cc3)c2c1
→ -4, 1, ·, 1526, 2, 6, 1.1, -3, 2, 99, 2
Nc1c(-c2cccc(Cl)c2)cnn1-c1cccc([N+](=O)[O-])c1
→ 2, 2, ·, 1566, 9, ·, 0.6, 8, -16, 91, 20
COc1cccc(NC(=O)c2ccco2)c1
→ -2, 8, ·, 1540, 7, -65, -0.2, 8, -11, 107, -3
O=C1OCCC1Sc1nnc(-c2cccs2)n1Cc1ccccc1 (configuration not stated)
→ 13, 8, ·, 1466, -5, -14, 0.6, 3, 2, 98, 8
CC(=O)c1c(C)[nH]c(C(=O)N(C)C(c2ccccc2)c2ccccc2)c1C
→ 6, -4, 0.098, 1612, 7, -9, 4.0, 1, 12, 104, 3
O=C(COC(=O)c1ccc(Oc2ccccc2)cc1)Nc1nnc(-c2ccccc2)o1
→ -11, 6, ·, 1638, 2, -21, 0.5, 3, 0, 109, -3
COc1cccc(C(=O)Nc2ccccc2C(=O)N2CCCC2)c1
→ -2, 3, 0.06, 1633, -7, ·, 0.8, 5, -3, 103, -3
COCCNC(=O)C(OC(=O)c1cccs1)c1ccc(F)cc1 (configuration not stated)
→ -4, -1, 1.4, 1586, 5, -14, 0.5, 8, 7, 101, 10
COc1ccc(CCNC(=O)COC(=O)/C=C/c2cccs2)cc1OC
→ -14, -3, -0.93, 1542, -2, -26, 0.9, 0, 10, 98, 4
CCC(C)(C)c1nnc(NC(=O)c2ccc([N+](=O)[O-])cc2)s1
→ -7, 7, 1.4, 1567, 10, ·, 3.3, 3, 1, 95, 4
Cc1ccccc1NC(=O)NC1(C(=O)N2CCCC2)CCCCC1
→ 3, -3, -0.57, 1558, 5, -4, -1.3, -1, -1, 99, 4
CCN(CCNC(=O)C1CC(=O)N(CCc2ccccc2)C1)c1ccccc1 (configuration not stated)
→ -7, 4, -1.3, 1700, 7, -44, 0.7, -6, -2, 101, 6
CN1CC(=O)N(CC(=O)NCc2ccc(F)cc2)c2ccccc2C1=O
→ -3, 6, ·, 1469, -2, -2, 3.3, -5, 5, 106, -2
CC(C)CCNC(=O)CCCOc1cc(=O)n(C)c2ccccc12
→ 5, 3, ·, 1482, -5, -14, 1.5, -2, -3, 84, 20
CCCC(=O)OC/C(O)=C(\C#N)c1nc2ccccc2[nH]1
→ -15, 1, 0.63, 1579, -2, 5, 0.0, -2, 6, 112, -4
CCCNC(=O)/C(=C/c1cn(S(=O)(=O)N(C)C)c2ccccc12)NC(=O)c1ccc(OC)cc1
→ -6, 2, 1.1, 1672, 1, -23, 6.5, 7, 4, 103, 2
CC(=O)[C@@]1(O)CC[C@H]2[C@@H]3C[C@H](C)C4=CC(=O)CC[C@]4(C)[C@H]3CC[C@@]21C
→ -15, -3, -0.48, 1507, -4, 4, 2.8, 3, -20, 96, 6
Cc1cccc(C(=O)N(Cc2nc3ccccc3c(=O)[nH]2)C2CCCC2)c1
→ -1, -1, 0.95, 1329, -1, -1, 0.0, -2, -6, 96, 7
CCOC(=O)N1CCN(C(=O)C2CCCN(S(=O)(=O)c3cc(C)ccc3OC)C2)CC1 (configuration not stated)
→ 9, -2, 0.41, 1608, 3, 17, -0.2, 1, 3, 107, -4
CCOC(=O)c1c(C)[nH]c(C(=O)COC(=O)CNC(=O)C2CCCCC2)c1C
→ 1, 2, ·, 1519, 29*, 9, 3.0, 7, -39, 107, -3
CCc1ccc(C(=O)COC(=O)c2cc([N+](=O)[O-])ccc2NCCO)cc1
→ -10, 3, ·, 1679, 1, -2, 10*, 4, 4, 98, 5
CCC(C)(C(=O)NC1CCCCC1)N(C(=O)C1CCC(=O)N1)c1ccc(C)cc1 (configuration not stated)
→ 6, -1, ·, 1693, 3, ·, 1.2, 6, 2, 102, 4
CC1CCCCN1CCNC(=O)c1cc2c(-c3ccccc3F)nn(C)c2s1 (configuration not stated)
→ 9, 7, ·, 1630, 2, -10, 0.9, -3, 4, 99, 6
O=C(Nc1ccccc1N1CCCCC1)c1ccc(N2C(=O)c3ccccc3C2=O)cc1
→ -4, 14, ·, 1606, 10, ·, 1.0, 6, 3, 96, 7
O=C(Nc1cc2c3c(c1)C1CCCC1CN3CC1CCCC21)c1ccccc1 (configuration not stated)
→ 1, -5, 0.091, 1468, 2, ·, 2.9, 1, -3, 94, 15
CCc1cccc(C)c1NC(=O)CSc1ncn[nH]1
→ -1, 4, 0.041, 1452, -4, ·, 1.5, -1, -2, 102, -2
CCOC(=O)c1c(-c2ccccc2)csc1NC(=O)CSc1nncs1
→ -2, 0, -0.64, 1659, 4, -9, 11*, 0, -1, 98, 0

A draw from above in order of length of the SMILES, lowest first:
Screens in order – TLR4-MyD88 BLA, PPARg SRC2 recr, ROMK primary, TR-FRET SRC-2 ct, PPARg SRC-3 ag, S1P3 antagonist, RAM network inh, PPARg SRC1 recr, STAT1 blocker, STAT3 act, STAT3 blocker
CC1CCCCN1CCNC(=O)c1cc2c(-c3ccccc3F)nn(C)c2s1 (configuration not stated)
→ 9, 7, ·, 1630, 2, -10, 0.9, -3, 4, 99, 6
CCOC(=O)c1ccc2ncc(C(=O)OCC)c(Nc3ccc(N4CCOCC4)cc3)c2c1
→ -4, 1, ·, 1526, 2, 6, 1.1, -3, 2, 99, 2
CCOC(=O)N1CCN(C(=O)C2CCCN(S(=O)(=O)c3cc(C)ccc3OC)C2)CC1 (configuration not stated)
→ 9, -2, 0.41, 1608, 3, 17, -0.2, 1, 3, 107, -4

Other records follow.
compound	TLR4-MyD88 BLA	PPARg SRC2 recr	ROMK primary	TR-FRET SRC-2 ct	PPARg SRC-3 ag	S1P3 antagonist	RAM network inh	PPARg SRC1 recr	STAT1 blocker	STAT3 act	STAT3 blocker
CCSc1nc2c(c(=O)[nH]1)C(c1cccnc1)C(C(=O)OC)=C(C)N2 (configuration not stated)	-2	-2	-0.29	1541	-4	12	0.8	-6	-7	98	7
CCCNC(=O)CS(=O)Cc1nc(-c2ccccc2C)oc1C (configuration not stated)	1	-9	·	1301	1	-22	0.7	6	-4	103	5
O=C(Cn1nnc(-c2ccc(F)cc2)n1)OCC(=O)c1ccccc1	8	5	0.047	1681	1	-13	4.0	3	-3	106	-6
CCOCCCNc1nc2c([nH]1)c(=O)n(C)c(=O)n2C	1	0	·	1447	-21	-32	0.4	4	4	97	6
O=C(Cn1cc(/C=N/O)c2ccccc21)N1CCOCC1	4	1	·	1537	-2	-93	1.0	-2	-8	103	6
CCCC(=O)Nc1cccc(NC(=O)c2ccc3c(c2)OCO3)c1	7	0	·	1472	-6	-28	2.4	4	3	101	-1
O=C(Cn1cc2c(n1)CCCC2)NCc1ccccn1	6	5	·	1553	2	-8	0.7	2	-12	97	3
CC1CCCN(CCCOc2ccc(Br)cc2Cl)C1 (configuration not stated)	1	3	-0.76	1774	1	-5	2.4	1	-13	99	7
Cc1nnc(C)n1N	-7	1	0.0066	1498	2	-5	1.5	3	0	102	0
O=C(N1CCCCCC1)n1c(Cc2ccccc2)nc2ccccc21	7	5	·	1578	-1	·	-0.1	4	-8	101	-2
Cn1cnnc1SC1c2cccc3cccc(c23)C1NS(=O)(=O)c1ccc(Cl)cc1 (configuration not stated)	7	-11	-0.26	1423	1	5	12*	0	5	112	-18
O=C(c1cc(-c2ccccc2)nc2ccccc12)N1N=C(C(F)F)CC1(O)C(F)F (configuration not stated)	-16	8	0.016	1542	-2	·	-0.8	-4	1	100	1
Cc1ccc(CN2CCSc3sccc3C2=O)cc1	-13	3	-0.21	1543	3	-14	-0.7	8	-14	107	-2
CN(C)/C=C1\Oc2ccc3ccccc3c2C1=O	9	2	0.079	1464	2	-9	0.1	4	-37	92	17
COc1ccc(S(=O)(=O)Nc2cccc(NC(C)=O)c2)cc1	-9	6	0.0058	1619	13	-8	0.3	-4	6	95	10
O=C(NC(Cc1ccccc1)C(=O)O)/C(=C/c1ccc(F)cc1)NC(=O)c1ccccc1 (configuration not stated)	-6	6	·	1510	2	-8	1.5	-3	10	102	-3
Cc1ccc(NC(=O)c2cc(N3C(=O)C=CC3=O)ccc2Cl)cc1C	3	6	-0.76	1761	3	-7	-0.4	3	-23	101	3
CC(C)C(OC(=O)c1cccs1)C(=O)NC1CCCCC1 (configuration not stated)	-5	5	0.21	1536	5	·	-0.7	1	5	99	4
Clc1ccc2nc(CSc3ncn[nH]3)cn2c1	9	1	0.66	1444	-6	-6	1.0	2	-13	109	-6
CCC12CC3CC(C1)CC(C(=O)Nc1nn[nH]n1)(C3)C2	0	-1	0.29	1647	-6	16	0.3	1	2	94	10
COCCNC(=O)C1CC(=O)N(c2ccc(F)c(Cl)c2)C1 (configuration not stated)	9	-7	·	1602	-11	-4	·	0	13	100	5

A section of the results above, as a working copy:
compound	TLR4-MyD88 BLA	PPARg SRC2 recr	ROMK primary	TR-FRET SRC-2 ct	PPARg SRC-3 ag	S1P3 antagonist	RAM network inh	PPARg SRC1 recr	STAT1 blocker	STAT3 act	STAT3 blocker
CCOCCCNc1nc2c([nH]1)c(=O)n(C)c(=O)n2C	1	0	·	1447	-21	-32	0.4	4	4	97	6
O=C(Cn1cc(/C=N/O)c2ccccc21)N1CCOCC1	4	1	·	1537	-2	-93	1.0	-2	-8	103	6
CCCC(=O)Nc1cccc(NC(=O)c2ccc3c(c2)OCO3)c1	7	0	·	1472	-6	-28	2.4	4	3	101	-1
O=C(Cn1cc2c(n1)CCCC2)NCc1ccccn1	6	5	·	1553	2	-8	0.7	2	-12	97	3
